CHRM4 agonist – human M4 muscarinic receptor agonists, primary screen, CHO-K1 cells, Fluo-8 calcium fluorescence | activation, % at 3 µM | AID 624127, 2012 | CHO-K1 hM4/Gqi5; vehicle 0%, full acetylcholine response 100% | 0.14% of 360,000 active | Muscarinic acetylcholine receptor M4 (Homo sapiens), P08173;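 active means activation above the run mean over all test wells plus 3 SD, cut at about 32% in these data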;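 further: peak over basal fluorescence ratio per well then scaled between controls; 0% = DMSO wells and 100% = acetylcholine at EC100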
TAAR1 ag – human TAAR1 agonists, primary screen, Fluo-8 calcium fluorescence, CHO RD-HGA16 cells. AID 624467, 2012. Trace amine-associated receptor 1 (Homo sapiens), Q96RJ0. 0.99% of 360,000 active. activation, % at 3 µM. vehicle wells 0%, saturating PEA agonist 100%;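 active means activation above the mean activation of all test compounds in the run plus 3 SD, cut at about 38% in these data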
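Benchmarks: low control DMSO, high control PEA (EC100); System: CHO RD-HGA16 cells carrying human TAAR1 plus Gα16; Detection: Fluo-8 fluorescence, 5 s baseline then 140 s kinetic read; Schedule: 17-24 h plating, Fluo-8 75 min 37 °C, 30 min RT; Read-out basis: % activation from peak over basal fluorescence ratio, DMSO-to-PEA scaled.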
CHRM5 agonist – human M5 muscarinic receptor agonists, primary screen, CHO-K1 cells, Fluo-8 calcium fluorescence | CHO-K1 hM5 cells; 0% DMSO wells, 100% maximal acetylcholine response | activation, % at 3 µM | 0.19% of 360,000 active | AID 624037, 2012;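 active means activation above the run's mean over test compounds plus 3 SD, cut at about 23% in these data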;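 further: signal is peak over basal fluorescence ratio across the kinetic read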
Target sequence (P08912 whole entry, looked up): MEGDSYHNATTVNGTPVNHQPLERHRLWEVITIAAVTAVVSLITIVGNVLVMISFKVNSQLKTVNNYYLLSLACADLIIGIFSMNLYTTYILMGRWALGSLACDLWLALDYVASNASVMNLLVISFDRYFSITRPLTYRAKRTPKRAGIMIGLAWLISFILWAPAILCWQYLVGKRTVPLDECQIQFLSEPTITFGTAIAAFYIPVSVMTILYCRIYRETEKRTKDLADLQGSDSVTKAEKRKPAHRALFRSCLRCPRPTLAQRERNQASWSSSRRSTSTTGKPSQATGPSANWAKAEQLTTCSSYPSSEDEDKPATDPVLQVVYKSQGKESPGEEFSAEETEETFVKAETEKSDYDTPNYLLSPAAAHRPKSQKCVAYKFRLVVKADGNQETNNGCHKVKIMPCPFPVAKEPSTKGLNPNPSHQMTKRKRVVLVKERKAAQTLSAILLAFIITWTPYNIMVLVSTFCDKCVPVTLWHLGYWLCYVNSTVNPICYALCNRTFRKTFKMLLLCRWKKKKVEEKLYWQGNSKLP
CHRM1 PAM – human M1 muscarinic receptor positive allosteric modulators, primary screen, CHO-K1 cells, Fluo-8 calcium fluorescence, 1536-well; Muscarinic acetylcholine receptor M1 (Homo sapiens), P11229; CHO-K1 hM1, ACh EC20; 0% = ACh EC20, 100% = maximal ACh; activation, % at 3 µM; 0.088% of 360,000 active; AID 588819, 2011; in the data active means activation above about 19%, passing the limit was not always enough
Target sequence (P11229 whole entry, looked up): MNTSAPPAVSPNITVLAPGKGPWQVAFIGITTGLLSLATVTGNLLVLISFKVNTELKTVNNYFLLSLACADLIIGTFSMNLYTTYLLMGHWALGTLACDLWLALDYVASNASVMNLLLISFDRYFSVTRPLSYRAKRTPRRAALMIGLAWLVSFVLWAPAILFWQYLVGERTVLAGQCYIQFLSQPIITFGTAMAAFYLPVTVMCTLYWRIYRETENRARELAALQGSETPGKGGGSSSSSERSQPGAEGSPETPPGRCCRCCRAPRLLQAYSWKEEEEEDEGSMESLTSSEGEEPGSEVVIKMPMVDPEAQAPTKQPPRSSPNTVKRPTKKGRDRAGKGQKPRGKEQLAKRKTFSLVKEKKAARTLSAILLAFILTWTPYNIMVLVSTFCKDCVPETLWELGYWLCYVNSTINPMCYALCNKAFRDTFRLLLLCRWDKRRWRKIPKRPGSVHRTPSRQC
CHRM1 agonist – human M1 muscarinic receptor agonists, primary screen, Fluo-8 calcium fluorescence, CHO-K1 cells, HTS; CHO-K1 hM1, agonist mode; 0% DMSO, 100% acetylcholine EC100; activation, % at 3 µM; 0.33% of 360,000 active; AID 588814, 2011;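 active means activation above the run's mean compound activation plus 3 SD, cut at about 16% in these data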;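 further: peak over basal fluorescence ratio within a 140 s kinetic read after compound addition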
CHRM5 PAM – human M5 muscarinic receptor positive allosteric modulators, primary screen, CHO-K1 cells, Fluo-8 calcium fluorescence. Muscarinic acetylcholine receptor M5 (Homo sapiens), P08912. CHO-K1 hM5, ACh EC20 PAM; 0% = ACh EC20, 100% = ACh EC100. activation, % at 3 µM. 0.3% of 360,000 active;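 active means activation above the run cutoff, the mean activation of all test compounds plus 3 SD, cut at about 18% in these data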
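Test system: CHO-K1 hM5 cells / Doses: single-point, 3 µM nominal / Times: Post-acetylcholine fluorescence recording 140 s / Technique: Fluo-8 calcium fluorescence / Measure: Max/basal fluorescence ratio as % of EC20–EC100 ACh window / Benchmarks: low control EC20 acetylcholine (0%), high control EC100 acetylcholine (100%) / Replicates: one well per compound, no replicates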
CHRM4 antagonist – human M4 muscarinic receptor antagonists, primary screen, CHO cells, Fluo-8 calcium fluorescence. Muscarinic acetylcholine receptor M4 (Homo sapiens), P08173. CHO-hM4 cells, ACh EC80. inhibition, % at 3 µM. 0.73% of 360,000 active. AID 624125, 2012;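 active means inhibition above its plate's cutoff, the mean inhibition of sample wells plus 3 SD, cut at about 27% in these data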;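 further: 0% = acetylcholine EC80 with DMSO and 100% = DMSO without agonist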
CHRM1 antagonist – human M1 muscarinic receptor antagonists, primary screen, CHO-K1 cells, Fluo-8 calcium fluorescence, 1536-well; Muscarinic acetylcholine receptor M1 (Homo sapiens), P11229; CHO-K1 hM1, ACh EC80 antagonist; inhibition, % at 3 µM; 1.3% of 360,000 active; AID 588852, 2011;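 active means percent inhibition above its own plate's cutoff, namely the mean of that plate's compound wells plus 3 SD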;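 further: peak over basal fluorescence ratio during 140 s after agonist addition; 0% = ACh EC80 plus DMSO and 100% = DMSO alone without agonist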
CHRM5 antagonist – human M5 muscarinic receptor antagonists, primary screen, CHO cells, Fluo-8 calcium fluorescence; CHO-hM5 cells, ACh EC80; 0.59% of 360,000 active; AID 624040, 2012; Muscarinic acetylcholine receptor M5 (Homo sapiens), P08912; inhibition, % at 3 µM;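 active means inhibition above a per-plate cutoff, the mean of that plate's test compounds plus 3 SD, cut at about 27% in these data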;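 further: 0% = acetylcholine EC80 with DMSO and 100% = DMSO without agonist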
Numbers without * were called inactive. The list is partial; the hit share may differ from the screen's.

Below each compound: CHRM4 agonist, TAAR1 ag, CHRM5 agonist, CHRM1 PAM, CHRM1 agonist, CHRM5 PAM, CHRM4 antagonist, CHRM1 antagonist, CHRM5 antagonist
CCOc1ccc(CSC(=N)N)cc1[N+](=O)[O-]
→ 2, 15, -9, 4, -6, -4, 2, -1, 0
O=[N+]([O-])c1ccccc1CNc1ccc(F)c(Cl)c1
→ 0, 5, -2, 5, -5, -7, 1, -8, 13
COc1ccc(C(C)=O)cc1CSc1ccccn1
→ 0, 17, -14, 5, -7, -2, 2, -11, 10
CN1CCc2c(sc3nc(SCC(=O)NCc4ccco4)n(-c4ccccc4)c(=O)c23)C1
→ 0, 2, -3, 8, -3, 2, -2, -14, 3
O=C(NCc1cccnc1)c1ccc(Cn2cc(C(F)(F)F)ccc2=O)cc1
→ 1, 1, -1, -14, -13, 4, -3, 3, -16
CCCCN(C(=O)c1ccc(S(=O)(=O)N(C)C)cc1)c1ccccc1
→ 2, 6, -7, 5, -5, 0, -10, -32, 4
O=C(CCN1CCC(c2ccc(Cl)s2)=N1)c1ccc(Cl)s1
→ 0, 1, 4, 12, 4, 8, 2, -21, -6
O=C(Nc1ccc(S(=O)(=O)N2CCCC2)cc1)c1cc(=O)c2ccccc2o1
→ 1, 2, 3, 12, 2, 3, 4, -13, 1
COc1ccc(C=O)cc1CN1CCCN(Cc2ccc(Cl)cc2)S1(=O)=O
→ 6, 0, -7, -5, -4, -8, -1, 0, 2
CCOC(=O)c1c(S(=O)(=O)NCCc2cccs2)c(C)n(C)c1C
→ -1, 55*, -3, 6, -5, 6, 4, -8, 5
COc1ccc(CCN(C)Cc2c(O)ccc3cc(Br)ccc23)cc1OC
→ 2, 17, -1, 10, -5, -2, 0, -12, 5
COc1ccccc1Nc1cc(C)nc2c(C)cccc12
→ 2, 11, -3, 10, -3, 2, -17, -14, -6
Cc1cc2c(cc1C)CSC(c1c(O)ccc3ccccc13)SC2
→ 0, 3, -6, 3, -3, 5, 3, 2, 1
CN1CCN(C=Nc2nc3ccccc3nc2N2CCCC2)CC1
→ 1, 0, -13, -18, -5, -14, -12, 34*, 12
Cn1c(CN2CCCC2)nc2cc(NC(=O)c3ccco3)ccc21
→ 0, 8, 0, 2, -7, -6, 10, 0, 6
Cc1nc2ccccc2n1-c1nc(-c2ccco2)cc(C(F)(F)F)n1
→ 0, 3, 1, 2, -4, -3, -4, 3, -3
CC(C)c1ccccc1NC(=O)COC(=O)COc1ccccc1[N+](=O)[O-]
→ 2, 5, -4, 7, -4, 4, 9, -15, 2
C/C(=N\Nc1nc(C)c(C)s1)c1ccc([N+](=O)[O-])cc1
→ 1, 4, -5, -3, -4, -9, -6, 9, 5
Oc1ccc(O)c(Cc2nc3ccccc3s2)c1
→ 0, 11, -1, 3, -11, 6, -3, 5, -18
C=CC[C@@H]1Cc2c(Br)ccc(Br)c2[C@@H](CC=C)N1
→ -1, 6, -3, 13, -8, -2, -1, -12, 7
Cc1ccc2c(CC(=O)NCC3COc4ccccc4O3)coc2c1 (stereo unspecified)
→ 1, -2, -2, 3, -3, 1, -4, -20, -2
CCOC(=O)C1=C(C)Nc2nc(SCC)[nH]c(=O)c2C1c1ccncc1 (stereo unspecified)
→ 1, 15, 15, 13, -2, -12, 1, -8, 5
CCn1c(N2CCC(C)CC2)nc2c1c(=O)n(C)c(=O)n2C
→ 2, 1, 3, 6, -2, -3, -14, -15, -1
O=C(O)c1cccc(Nc2cc(Cl)c3nonc3c2[N+](=O)[O-])c1
→ 1, 1, 5, 9, -3, 1, -4, -14, -6
O=C(COC(=O)c1c(Cl)cccc1Cl)NC1CCCCCCC1
→ 7, -2, -8, -7, -5, -12, 1, 4, 6
O=C(O)c1ccc(-n2c(/C=C/c3cccc([N+](=O)[O-])c3)nc3ccccc3c2=O)cc1
→ 1, 1, 0, 9, -5, 2, 0, -9, -1
O=C(O)/C=C/c1ccc(S(=O)(=O)NCc2ccco2)cc1
→ 1, 1, -4, 13, -10, -3, 4, -6, 0
Cc1ccc(-n2c(SCC(=O)NCc3ccco3)nc3sc(C)c(C)c3c2=O)cc1
→ 1, 0, -5, 9, -1, 12, 0, -30, -10
O=C(Cn1cnc2cc([N+](=O)[O-])ccc2c1=O)NCc1ccccc1
→ 2, -1, 3, 13, -4, 4, -1, -13, 4
CCOC(=O)Nc1cccc(Nc2ccccc2)c1
→ 5, 7, 1, 2, -2, -9, 4, 1, 3
CCCCn1c(SCC(=O)N2CCCC2)nc2cc(S(N)(=O)=O)ccc21
→ 1, 1, -1, 5, -6, 0, -7, 1, 0
COc1ccc(-n2cnc3cc(C(=O)NCC4CCCO4)ccc32)cc1 (stereo unspecified)
→ 2, 0, -3, 3, -3, 1, 6, -4, 3
Cn1c(=O)c2c(nc(N3CCOCC3)n2C)n(C)c1=O
→ -1, 16, -3, 5, -3, -1, 3, -7, -3
c1ccc2c(c1)CC(CN1CCNCC1)O2 (stereo unspecified)
→ 1, 0, -11, 8, -7, 0, 9, -14, 9
CSc1nc(N)nc(SCC(=O)CC(=O)OC(C)C)c1C#N
→ 2, 6, -1, -3, -3, -6, 1, -2, 10
C/C(CC(=O)Nc1ccc(OCc2ccccc2)cc1)=N\NC(=O)C(=O)Nc1ccc(C)c(Cl)c1
→ 1, 2, 2, 1, -3, 0, 2, -6, -6
COc1ccc(Cc2noc(CN3CCC(c4ccncc4)CC3)n2)cc1OC
→ 4, 5, 9, 4, 3, -4, -2, -8, -2
CC(=O)c1ccc(NC(=O)C(C)Sc2nnnn2C)cc1 (stereo unspecified)
→ 1, 17, -3, 2, -4, -9, 16, -8, 13
O=[N+]([O-])c1cccc2ccc(/C=C/c3cccc(Br)c3)nc12
→ -1, 0, -2, 8, -6, -1, 6, -12, -1
COCCNC(=O)C(c1ccc(F)cc1)N(CCOC)C(=O)CCC(=O)Nc1ccccn1 (stereo unspecified)
→ 1, 1, -2, 13, -4, -4, -1, -8, 15
Cc1nc2c(C#N)c(-c3ccc(Cl)cc3)ccn2n1
→ 1, 0, -2, 6, -2, -1, -3, -2, 4
CCN(Cc1ccccc1)C(=S)NC(=O)c1ccccc1Br
→ -1, 2, -7, 6, -6, 1, -1, 0, 2
NC(=O)CN1CCOCCOCCOCCOCCOCC1
→ 0, 7, 1, 3, -2, -2, 5, 5, 0
CCOC(=O)CC1=NC(=O)CS1
→ 0, 2, -1, 9, -1, 8, 4, -4, -1
O=C1NC(NS(=O)(=O)c2ccccc2)(C(F)(F)F)C(=O)N1CCc1ccccc1 (stereo unspecified)
→ 0, 3, -3, -2, -4, -6, -6, 7, 17
CCCc1cc(C(=O)NNC(=S)NCC2CCCO2)cs1 (stereo unspecified)
→ 1, 4, -1, 9, -7, -1, 5, -12, -2
COc1ccc(CNC(=O)CN2CCC(NC(=O)c3ccc(OC)cc3)CC2)cc1
→ 1, -3, -5, 11, -5, -2, -22, -6, 1
CCCN1Cc2cccc(C(=O)Nc3ccc4c(c3)OCO4)c2C1=O
→ 1, 4, -2, 11, 0, -7, -4, -23, 3

An excerpt from above in order of formula weight, ascending.
Below each compound: CHRM4 agonist, TAAR1 ag, CHRM5 agonist, CHRM1 PAM, CHRM1 agonist, CHRM5 PAM, CHRM4 antagonist, CHRM1 antagonist, CHRM5 antagonist
CCOC(=O)CC1=NC(=O)CS1
→ 0, 2, -1, 9, -1, 8, 4, -4, -1
Cc1nc2c(C#N)c(-c3ccc(Cl)cc3)ccn2n1
→ 1, 0, -2, 6, -2, -1, -3, -2, 4
CC(=O)c1ccc(NC(=O)C(C)Sc2nnnn2C)cc1 (stereo unspecified)
→ 1, 17, -3, 2, -4, -9, 16, -8, 13
NC(=O)CN1CCOCCOCCOCCOCCOCC1
→ 0, 7, 1, 3, -2, -2, 5, 5, 0
CCCc1cc(C(=O)NNC(=S)NCC2CCCO2)cs1 (stereo unspecified)
→ 1, 4, -1, 9, -7, -1, 5, -12, -2
CCCN1Cc2cccc(C(=O)Nc3ccc4c(c3)OCO4)c2C1=O
→ 1, 4, -2, 11, 0, -7, -4, -23, 3
CSc1nc(N)nc(SCC(=O)CC(=O)OC(C)C)c1C#N
→ 2, 6, -1, -3, -3, -6, 1, -2, 10
O=[N+]([O-])c1cccc2ccc(/C=C/c3cccc(Br)c3)nc12
→ -1, 0, -2, 8, -6, -1, 6, -12, -1
COc1ccc(CNC(=O)CN2CCC(NC(=O)c3ccc(OC)cc3)CC2)cc1
→ 1, -3, -5, 11, -5, -2, -22, -6, 1
COCCNC(=O)C(c1ccc(F)cc1)N(CCOC)C(=O)CCC(=O)Nc1ccccn1 (stereo unspecified)
→ 1, 1, -2, 13, -4, -4, -1, -8, 15
C/C(CC(=O)Nc1ccc(OCc2ccccc2)cc1)=N\NC(=O)C(=O)Nc1ccc(C)c(Cl)c1
→ 1, 2, 2, 1, -3, 0, 2, -6, -6

Compound activity: PubChem BioAssay, The Scripps Research Institute Molecular Screening Center
